Screening results deposited in PubChem BioAssay by several laboratories.
m5-HT2A agonist – activates the mouse 5-HT2A serotonin receptor | 0.66% of 360,000 active | CHO-K1 mHTR2A beta-arrestin complementation, luminescence; percent of 30 µM serotonin response | activation, % at 7.6 µM;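 active = activation above a run cutoff, the mean activation of all tested compounds plus 3 SD, cut at about 14% in these data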;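 note: 0% = plate median of compound wells and 100% = 30 µM serotonin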
MC4R barr agon – activates human MC4R beta-arrestin recruitment | P32245 | U2OS MC4R beta-arrestin complementation, luminescence; percent of melanotan II response, DMSO zero | activation, % at 8.9 µM | 0.98% of 360,000 active | AID 540308;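 active = activation above a per-plate cutoff, the mean activation of sample wells on that plate plus 3 SD, cut at about 8% in these data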
Target sequence (P32245 whole entry, looked up): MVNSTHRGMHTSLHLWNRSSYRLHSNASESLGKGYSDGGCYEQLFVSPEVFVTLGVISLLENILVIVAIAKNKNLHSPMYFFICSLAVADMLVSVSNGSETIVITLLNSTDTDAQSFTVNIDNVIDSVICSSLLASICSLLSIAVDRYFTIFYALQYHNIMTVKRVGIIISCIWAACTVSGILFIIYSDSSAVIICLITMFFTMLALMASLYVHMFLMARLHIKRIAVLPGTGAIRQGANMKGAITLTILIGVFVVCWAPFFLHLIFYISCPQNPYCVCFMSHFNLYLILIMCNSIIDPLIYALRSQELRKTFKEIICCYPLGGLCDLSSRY
Glyco luc inh – N-linked glycosylation inhibition; 0.23% of 360,000 active; reporter increase, % at 12.5 µM; D54 ERlucT glycosylation luciferase reporter, 24 h; percent of 100 nM tunicamycin response;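 active = mean luciferase reporter signal, scaled so untreated is 0 and the glycosylation-blocking control 100, at or above a set limit in every replicate; inconclusive = mean reaches the limit but not every replicate does; inactive = mean below the limit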;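 note: luciferase carries N-glycosylation sites so blocking glycosylation raises the light; 0% = median of neutral control wells and 100% = median of 100 nM tunicamycin wells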
CaV13 FRET inh – Disruptors of the CACNA1D IQ motif to Ca2+-dependent inactivation inhibitor domain association, primary screening, Förster resonance energy transfer in intact living …; HEK cells, CFP/YFP FRET ICDI-IQ, plate reader, 10 min; percent FRET-ratio fall versus neutral wells; inhibition, % at 12.3 µM; 0.098% of 340,000 active;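 active = mean replicate inhibition of at least 30% and at least 1% of replicates passing that level; inconclusive = only one of the two criteria is met; inactive = neither criterion is met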;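 note: 0% = median of the neutral control wells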
PDI inh – PDI (human) enzyme inhibition; inhibition, % at 10 µM; PDI insulin aggregation turbidity, A650, 90 min; AID 588391; 0.052% of 350,000 active;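 active = mean inhibition across replicates of 30% or more, whatever share of single replicates reach that level; inconclusive = mean inhibition below 30% while every single replicate reaches 30%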;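 note: absorbance from insulin aggregation driven by PDI reduction with DTT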
Target sequence (P07237 whole entry, looked up): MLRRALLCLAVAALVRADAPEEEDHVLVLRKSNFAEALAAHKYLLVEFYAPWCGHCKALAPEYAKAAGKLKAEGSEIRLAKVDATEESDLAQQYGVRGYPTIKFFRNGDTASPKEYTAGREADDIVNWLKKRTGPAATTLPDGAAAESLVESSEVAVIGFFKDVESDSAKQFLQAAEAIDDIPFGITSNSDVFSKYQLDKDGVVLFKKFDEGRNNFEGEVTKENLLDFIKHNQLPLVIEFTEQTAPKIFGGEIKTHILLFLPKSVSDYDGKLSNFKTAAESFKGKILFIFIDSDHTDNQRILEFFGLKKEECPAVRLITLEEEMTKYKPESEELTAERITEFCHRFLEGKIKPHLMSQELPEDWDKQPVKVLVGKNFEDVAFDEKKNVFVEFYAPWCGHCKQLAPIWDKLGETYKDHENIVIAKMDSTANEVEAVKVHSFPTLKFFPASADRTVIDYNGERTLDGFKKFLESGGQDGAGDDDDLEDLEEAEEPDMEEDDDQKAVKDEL
H9c2 protect – myocardial damage modulation in H9c2 cells. H9c2 cardiomyocytes, H2O2 injury protection, ATPLite, 2 h. protection from H2O2 cell death, % at 20 µM. 0.63% of 360,000 active;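 active = compounds giving at least 50% protection of heart cells from peroxide-induced death in the single-dose screen, raw or plate-pattern-corrected value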;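 note: 0% = DMSO wells with peroxide and 100% = DMSO wells without peroxide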
MC4R antag cAMP – human MC4R antagonism in cAMP assay; P32245; MC4R-expressing cells, MTII-stimulated cAMP, LANCE TR-FRET; 0.48% of 360,000 active; inhibition, % at 6.5 µM;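 active = inhibition above its plate's cutoff, the mean of tested wells on that plate plus 3 SD, cut at about 29% in these data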;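 note: 0% = Melanotan II alone and 100% = Melanotan II plus saturating MCL0020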
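System: U2OS-MC4R stable cell line; Technique: Eu-cAMP/anti-cAMP TR-FRET, emission 671 nm; Repeats: single well per compound; Also added: Melanotan II; Dosing: one concentration, 6.5 µM nominal; Schedule: 30-min compound, 1-h challenge, 1-h detection, room temperature.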
Exocytosis inh – lytic granule exocytosis inhibition | TALL-104 LAMP-1 surface exposure, flow cytometry; cells stimulated with thapsigargin and PMA | inhibition, % at 10 µM | 0.66% of 360,000 active | AID 651702;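 active = inhibition above about 55%, limit read from the data; inconclusive = no clear call, values can overlap the other calls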
ABHD5-PLIN5 inh – blocks binding of human ABHD5 to perilipin-5; Q00G26+Q8WTS1; Split G. princeps luciferase complementation, luminescence, 4 h; inhibition, % at 4 µM; 0.78% of 360,000 active; AID 602281;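 active = inhibition above the mean inhibition across every tested compound plus 3 SD, cut at about 22% in these data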;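 note: 0% = DMSO only wells and the 100% control is not disclosed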
ABCB6 inh MLPCN – human ABCB6 transporter inhibition; K562-ABCB6 porphyrin accumulation, flow cytometry, 1 h; hits give low values; fluorescence ratio to DMSO, % at 10 µM; 0.19% of 360,000 active; AID 602162;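 active = fluorescence ratio to DMSO below 75%, the collection mean minus 3 SD; inconclusive = too few cells collected in the well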;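 note: signal is porphyrin accumulated inside mitochondria; 100% equals median channel fluorescence of DMSO control wells; lower ratio means ABCB6 inhibition with less porphyrin fluorescence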
* marks the source's active call; other numbers are inactive results; ? = inconclusive; . = no result given. An unsorted share of the library; about 4.2% have a hit in one of these screens.

SMILES | m5-HT2A agonist | MC4R barr agon | Glyco luc inh | CaV13 FRET inh | PDI inh | H9c2 protect | MC4R antag cAMP | Exocytosis inh | ABHD5-PLIN5 inh | ABCB6 inh MLPCN
Clc1ccc(CN2C3=NCCN3c3ccccc32)cc1Cl | -7.7 | -1.2 | 7.8 | -5.2 | -6.0 | -5.5 | -9.6 | -0.1 | 3.1 | 97.0
O=C(NNS(=O)(=O)c1ccc(Cl)cc1)c1cc(-c2ccccc2)nc2ccccc12 | 1.0 | 5.0 | 0.3 | -4.7 | -1.5 | -0.9 | -1.5 | -9.9 | -6.7 | 99.0
C=CCNc1nc(C(=O)OC(C)C(=O)c2ccc(C)cc2)cs1 (configuration not stated) | -2.7 | -1.4 | 0.5 | -5.3 | 1.5 | -5.0 | -5.7 | -4.4 | 7.4 | 94.0
COc1ccc(C2=Nc3ccccc3N(C(=O)c3ccncc3)C2C(=O)NC(C)(C)C)cc1 (configuration not stated) | -7.0 | . | . | -4.7 | . | . | . | -14.6 | -5.4 | .
O=C(Cc1ccccc1C(=O)O)Nc1cccc2ccccc12 | 5.0 | -1.3 | -0.2 | -3.1 | -5.7 | -3.1 | 1.3 | -2.7 | -0.8 | 101.0
Cc1cc(NC(=O)CSc2ccc3nnc(-c4cccnc4)n3n2)no1 | -3.2 | 0.5 | -2.5 | -7.2 | -1.6 | 7.6 | 7.6 | 1.9 | -3.8 | 98.0
NS(=O)(=O)c1ccc(CCNC(=O)C2CCCN2C(=O)OCc2ccccc2)cc1 (configuration not stated) | 4.7 | 0.2 | 0.7 | . | -18.7 | 12.2 | 4.9 | -3.1 | 0.6 | 100.0
N#Cc1ccc(C(=O)NC2CCCCCCC2)cc1 | 0.5 | -0.5 | -3.2 | -2.6 | -0.7 | 0.5 | 6.1 | 2.7 | -3.8 | 101.0
Cc1ccc(C)c(S(=O)(=O)N2CCCOC2CNC(=O)C(=O)NC2CC2)c1 (configuration not stated) | -2.0 | -1.8 | -0.4 | -5.7 | 4.1 | 1.1 | 6.1 | -2.1 | 6.3 | 89.0
COc1ccccc1N(CC(=O)Nc1c(C)n(C)n(-c2ccccc2)c1=O)S(=O)(=O)c1ccc(C)cc1 | 1.3 | -0.8 | 3.1 | -1.3 | 6.9 | 0.3 | 6.1 | -3.2 | 4.0 | 98.0
CCCCCC/C(=N\NS(C)(=O)=O)c1ccccc1 | -3.1 | -0.7 | -0.4 | -4.7 | -2.7 | 0.4 | 10.9 | 2.7 | 0.3 | 98.0
CC(=O)Nc1cccc(/C(C)=N/NC(=O)c2cccs2)c1 | 0.7 | -0.9 | 1.1 | -5.2 | -5.1 | 59.1* | 13.1 | -2.2 | -1.1 | 98.0
CCN(CC(=O)Nc1c(F)cccc1F)C(=O)CSC(=S)N1CCCC1 | -10.4 | -0.3 | -0.2 | -2.2 | 0.0 | 9.5 | 7.4 | 3.0 | -4.4 | 103.0
Cc1ccc(S(=O)(=O)NCCC(=O)NCCc2ccc(S(N)(=O)=O)cc2)cc1C | -0.7 | -0.9 | -1.1 | -2.6 | -7.4 | -2.3 | 18.5 | 6.9 | -4.7 | 100.0
COc1ccc(C2=NOC(C)(c3nnc(Cc4ccccc4)o3)C2)cc1 (configuration not stated) | 4.1 | -0.2 | 0.7 | -4.2 | -4.5 | 3.3 | 1.6 | 0.9 | -3.1 | 97.0
Cc1ccc(CN2CCN(/N=C/c3ccc(C(=O)O)cc3)CC2)c(C)c1 | 1.0 | -2.2 | 0.9 | -3.5 | 6.1 | 2.9 | 2.5 | -4.9 | -8.0 | 101.0
O=C(c1cc(C2CC2)on1)N1CCN(c2ccccc2)CC1 | 10.1 | 0.2 | 2.0 | ? | . | 2.7 | -4.5 | 22.9 | 6.7 | 86.0
Cc1cccc(NC(=O)CSc2nc3ccccc3nc2N2CCCC2)c1 | -3.6 | 0.5 | -15.7 | -3.5 | . | -19.4 | 3.1 | -1.0 | -2.3 | 98.0
Cc1cccc(CSc2nc3c(c(-c4cccs4)c2C#N)CN(C)CC3)c1 | -0.9 | -0.4 | 10.4 | -14.0 | -2.8 | 2.0 | 19.4 | -2.6 | 4.0 | 130.0
Cc1cccc(CSc2nc3c(c(=O)[nH]2)CCC3)c1 | -1.0 | -2.8 | 1.2 | 5.8 | 2.1 | 13.9 | -1.9 | -0.3 | -2.7 | 101.0
O=C(CCC(=O)N1CCOc2ccccc21)Nc1cc(F)ccc1F | -1.2 | -0.9 | -0.1 | 8.9 | . | -3.1 | 16.2 | 10.9 | 3.1 | 100.0
COCCNc1nc(Oc2ccc(CC(=O)OC)cc2)c2sc(-c3ccccc3)cc2n1 | -0.3 | 3.6 | -3.8 | -6.5 | 11.2 | -5.1 | 18.7 | 5.7 | -7.5 | 101.0
O=C1NCC2=C1C(c1ccc(Br)cc1)Nc1ccccc1N2 (configuration not stated) | 0.7 | -2.4 | 0.1 | -9.7 | 1.4 | 4.3 | 10.1 | 4.8 | 1.1 | 104.0
CCN(CC)C(=O)c1ccc(C)c(Br)c1 | -4.2 | -1.9 | 1.0 | -5.5 | 0.3 | -1.4 | 2.5 | -4.3 | -0.4 | 98.0
COc1ccc(OC)c(S(=O)(=O)Nc2cccc(-c3ccc4nncn4n3)c2)c1 | -2.5 | -1.5 | 6.4 | 10.5 | -2.4 | 13.0 | -1.4 | -7.0 | 5.0 | 109.0
CN1CCC(C)(C(=O)Nc2cccc3c2CCCC3)C1 (configuration not stated) | -2.8 | -1.3 | 2.3 | -9.1 | -1.5 | 0.7 | 4.6 | -3.6 | -0.2 | 108.0
NS(=O)(=O)c1ccc(CCNC(=O)C2CC(=O)N(Cc3ccccc3Cl)C2)cc1 (configuration not stated) | 0.8 | -0.9 | 0.4 | -2.0 | -7.4 | 10.4 | -0.2 | -4.6 | -0.4 | 99.0
CC(Nc1ccc(Br)cc1)C(=O)Nc1cccc(S(=O)(=O)N2CCOCC2)c1 (configuration not stated) | -4.8 | -4.5 | -3.0 | -4.7 | 4.7 | -1.4 | 3.4 | -2.0 | -2.4 | 96.0
CCOc1cc(C2C(C#N)=C(N)Oc3n[nH]c(-c4ccncc4)c32)cc([N+](=O)[O-])c1O (configuration not stated) | -3.8 | -2.8 | 1.5 | -4.2 | 6.0 | -5.4 | -5.7 | -1.1 | 0.6 | 97.0
CCN(CC)CCCNc1nc(N)c([N+](=O)[O-])c(NCCO)n1 | 1.7 | 0.5 | 1.7 | -21.2 | -3.8 | -0.2 | 5.0 | -5.2 | -1.3 | 95.0
Cc1ccc(C)c(/C=N/Nc2nc3ccccc3c(=O)n2O)c1 | 2.6 | 0.4 | 2.8 | -18.6 | -2.3 | 20.3 | 11.7 | -9.2 | -7.0 | 97.0
O=C(CCc1nc2ccccc2[nH]1)Nc1ccc(F)cc1 | -2.4 | -1.6 | 7.0 | -3.6 | -7.2 | -0.4 | 22.9 | 0.6 | 4.3 | 104.0
COCCN1C=C(C(=O)OC)C(c2ccc(OC)c(OC)c2)C(C(=O)OC)=C1 | 3.3 | -0.5 | 1.4 | -8.3 | -3.3 | -1.3 | 6.4 | 0.6 | -0.5 | 95.0
CC(OC(=O)C1=COCCO1)C(=O)NC(C)c1ccc(Cl)cc1Cl (configuration not stated) | 5.6 | -1.7 | -0.5 | -3.2 | -11.6 | -3.9 | -1.8 | 0.7 | 3.1 | 98.0
CC1(C(=O)N(CC(=O)NC2CCCC2)Cc2ccccc2)CC(=O)N=C2C=CC=CN21 (configuration not stated) | 7.6 | 0.3 | 1.7 | -3.5 | -13.8 | 4.6 | -5.7 | 2.4 | -0.8 | 99.0
Cc1ccc(S(=O)(=O)NCC(=O)OCc2nnc(-c3ccccc3)o2)cc1 | -1.0 | -1.7 | 0.5 | -9.8 | 7.7 | -10.3 | 29.6* | 16.3 | -4.1 | 100.0
CCOC(=O)N1CCN(C(=O)COc2cc(=O)n(CC)c3ccccc23)CC1 | -2.8 | -2.4 | 6.7 | -5.3 | -3.2 | 4.6 | -2.7 | 29.2 | 1.6 | 100.0
CCS(=O)(=O)NCCc1ccc(OC)c(OC)c1 | 1.3 | -1.3 | 2.1 | -4.6 | 0.5 | 0.1 | 12.9 | 0.4 | 3.1 | 93.0
O=C1CCC(=O)N1c1cccc(-c2nc3ccccc3o2)c1 | -3.1 | -0.5 | -5.7 | -10.9 | . | -11.4 | -1.3 | -3.3 | 5.7 | 101.0
CCOC(=O)[C@]12CCCC=C1N(Cc1ccco1)C(=O)[C@H](CC(=O)NCc1cccc3ccccc13)C2 | 0.3 | . | . | -8.1 | . | . | . | 0.6 | 2.5 | 96.0
CS(=O)(=O)c1ccc2nc(NC(=O)c3ccccc3Br)sc2c1 | -2.5 | -0.6 | -2.8 | -4.4 | 2.6 | 6.3 | 5.3 | -0.7 | -1.3 | 97.0
Cc1cc(C(=O)NC(C)C2CCCO2)no1 (configuration not stated) | -2.8 | 0.4 | 0.8 | -4.3 | -0.8 | 1.3 | 9.0 | -5.7 | -1.5 | 95.0
NC(=O)c1ccc(-n2nnnc2SCc2ccccc2)cc1 | -1.8 | -0.9 | -3.5 | -0.6 | -1.3 | -5.9 | 14.6 | 2.4 | 1.4 | 92.0
COc1ccccc1-n1nnnc1SCC(=O)NC1CC1 | 0.2 | -1.5 | -1.0 | -5.8 | -4.4 | 3.8 | 4.9 | 6.4 | -6.8 | 100.0
CS(=O)(=O)c1nc2c(cc1C#N)CCCC2 | 4.5 | -1.6 | 3.5 | -4.5 | 12.7 | 2.2 | 4.9 | -2.0 | 1.6 | 97.0
Cn1c(=O)c2[nH]c(CNCc3ccccc3Cl)nc2n(C)c1=O | -1.3 | 1.9 | -0.8 | . | 0.3 | 8.3 | 2.3 | -0.4 | -1.4 | 99.0
CC(C)(C)NC(=S)NCc1ccncc1 | 5.6 | -0.7 | 0.2 | -4.8 | 19.4 | 2.4 | 2.6 | 5.6 | -2.3 | 108.0
COc1ccc(O)cc1CN1CCN(c2ncc(Cc3ccccc3)cn2)CC1 | 0.2 | . | . | -10.5 | . | . | . | -4.5 | -6.0 | .
Cc1ccsc1/C=N/NC(=O)CNC(=O)c1ccc(S(=O)(=O)N2CCOCC2)cc1 | 5.1 | 0.9 | 2.1 | -5.0 | 5.9 | -0.6 | -3.5 | -0.9 | 1.2 | 97.0
Nc1cc(=O)[nH]c(SCC(=O)N2CCc3ccccc3C2)n1 | -1.6 | -0.2 | 1.8 | -5.5 | -0.8 | -1.1 | -0.7 | 2.1 | -4.9 | 99.0
COC(=O)c1cc(OC)c(OC)cc1NC(=O)Nc1ccc(OC)cc1 | -1.8 | 14.2* | 1.4 | . | 1.0 | 5.7 | 8.8 | -1.4 | 6.2 | 100.0
